# SSB-PriA inh: inhibitors of Klebsiella pneumoniae PriA binding to SSB C-terminal tail, primary screen, biochemical, AlphaScreen | 430,000 compounds, 0.6% hits | PriA–SSB C-terminal tail interaction (Klebsiella pneumoniae) | AlphaScreen SSBct-PriA binding, biotinylated peptide | AID 1272365, 2023 | inhibition, % at 33 µM; in the data active = inhibition mostly above about 37%, no sharp cut-off; inactive = mostly below about 20%;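 also: plate controls were negative control peptide for no effect and reference peptide for full effect; strong numbers were not always called active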
# BoNT-A LC inh2: BoNT/A light chain protease inhibitors, primary screen, biochemical, flow cytometry, MLPCN library | Botulinum neurotoxin type A light chain protease (Clostridium botulinum A str. ATCC 3502) | inhibition, % at 10 µM | 360,000 compounds, 0.17% hits | multiplex microsphere protease substrate cleavage; also: plate controls were buffer without enzyme for full effect and enzyme alone for no effect
# TcdB GH inh: TcdB glycohydrolase inhibitors, primary screen, biochemical, single point, plate reader; TcdB glycohydrolase enzymatic assay; inhibition, % at 9.99 µM; 350,000 compounds, 0.24% hits; AID 652162, 2013; in the data active = inhibition above about 10%
# SARS 3CLpro inh: SARS-CoV 3CLpro protease inhibitors, primary screen, biochemical, quenched FRET; inhibition, % at 6 µM; 290,000 compounds, 0.14% hits; recombinant SARS-CoV 3CLpro, quenched FRET peptide cleavage; in the data active = inhibition above about 12%
# PfHsp40 yeast: rescue of yeast from PfHsp40 toxicity, primary screen, S. cerevisiae, ATP luminescence | 340,000 compounds, 0.68% hits | AID 504582, 2011 | S. cerevisiae expressing PfHsp40, growth rescue | growth rescue, % at 12.5 µM; in the data active = growth rescue above about 28%, passing the limit was not always enough; inconclusive = no clear call, values can overlap the other calls;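 also: yeast W303a lacking pdr1 and pdr3 grown in galactose medium; growth measured after three days at 30 °C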
# PrPC surface inh: inhibitors of human cell surface prion protein PrPC, primary screen, cell-based, TR-FRET | TR-FRET read-out | inhibition, % at 13.8 µM | 370,000 compounds, 0.43% hits; in the data active = inhibition above about 24%; also: 0% = median of the test wells and 100% = reference compound wells
# Vc quorum ag: inducers of Vibrio cholerae quorum light production without autoinducers, primary screen, BH1578 luxS cqsA deficient, single point | V. cholerae BH1578 lux reporter, luminescence, 6 h | activation, % at 18.7 µM | 350,000 compounds, 0.16% hits | AID 588436, 2011; in the data active = activation mostly above about 9.7%, no sharp cut-off; inconclusive = no clear call, values can overlap the other calls; inactive = mostly below about 3.7%; also: not every result past the cut was called active; inactives centre near 0; reference of the scale not given here
# Anthrax LF prot: Bacillus anthracis LF protease inhibitors, primary screen, biochemical, multiplex microsphere, MLPCN library | AID 588501, 2011 | multiplex microsphere protease cleavage assay | inhibition, % at 10 µM | 360,000 compounds, 0.12% hits; also: plate controls were buffer without enzyme for full effect and enzyme alone for no effect
# Target sequence (P15917 whole entry, looked up): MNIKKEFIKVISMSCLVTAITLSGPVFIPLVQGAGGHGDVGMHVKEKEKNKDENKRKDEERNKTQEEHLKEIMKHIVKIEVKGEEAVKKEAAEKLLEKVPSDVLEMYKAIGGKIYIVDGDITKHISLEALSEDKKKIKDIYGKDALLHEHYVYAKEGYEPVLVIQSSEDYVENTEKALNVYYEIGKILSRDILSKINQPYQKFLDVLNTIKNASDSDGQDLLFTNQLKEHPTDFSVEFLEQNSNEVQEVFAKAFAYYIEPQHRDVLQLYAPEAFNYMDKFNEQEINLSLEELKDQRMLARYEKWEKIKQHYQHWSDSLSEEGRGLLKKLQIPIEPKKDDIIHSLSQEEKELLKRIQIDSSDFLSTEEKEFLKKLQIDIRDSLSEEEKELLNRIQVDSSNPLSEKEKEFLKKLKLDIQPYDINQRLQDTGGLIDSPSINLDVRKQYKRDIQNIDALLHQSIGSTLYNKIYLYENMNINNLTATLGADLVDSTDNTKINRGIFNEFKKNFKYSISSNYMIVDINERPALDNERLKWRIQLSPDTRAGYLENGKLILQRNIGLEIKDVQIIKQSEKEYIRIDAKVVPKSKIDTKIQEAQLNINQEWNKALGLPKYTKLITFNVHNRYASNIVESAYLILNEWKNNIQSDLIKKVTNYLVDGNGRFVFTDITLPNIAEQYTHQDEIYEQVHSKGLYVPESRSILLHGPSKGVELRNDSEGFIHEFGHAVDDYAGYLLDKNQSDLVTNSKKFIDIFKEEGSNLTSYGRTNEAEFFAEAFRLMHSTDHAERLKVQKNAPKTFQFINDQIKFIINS
# Yp Topo-I inh: Yersinia pestis topoisomerase I inhibitors, primary screen, biochemical, cleavage product accumulation, plate reader, single point. 360,000 compounds, 0.064% hits. DNA topoisomerase I (Yersinia pestis CO92). activity, % at 10 µM. Y. pestis Topo-I cleavage product accumulation; in the data active = activity above about 50%, passing the limit was not always enough; inconclusive = no clear call, values can overlap the other calls; also: inactives centre near 2
# Numbers without * were called inactive; i = inactive; ? = inconclusive; . = no result given; & = joins results of further samples; ! = repeats disagree. Rule as the data show it, unless noted: active = inhibition above about 30%; inconclusive = no clear call, values can overlap the other calls; inactive = below that. Not all compounds are listed, so the mix of outcomes need not match the whole.
SMILES,SSB-PriA inh,BoNT-A LC inh2,TcdB GH inh,SARS 3CLpro inh,PfHsp40 yeast,PrPC surface inh,Vc quorum ag,Anthrax LF prot,Yp Topo-I inh
CCc1ccc(CN2CCC(C(=O)Nc3cccc(-c4nnc(C)s4)c3)CC2)o1,56.5*,-5.5,.,4.0,1.7,.,-0.5,3.4,12.6
O=C(NC1=NCCS1)[C@H](Cc1ccccc1)N1C(=O)c2ccccc2C1=O,-10.7,-0.9,.,-1.6,0.2,-1.0,-0.3,2.6,-6.9
Cc1cc(-c2n[nH]c(=S)n2/N=C/c2ccc(Cl)c([N+](=O)[O-])c2)n[nH]1,.,-0.1,.,1.5,9.3,-1.7,-0.2,-0.3,2.0
COc1ccc(NC(=O)CSc2nc3ccccc3c(=O)n2CCCN2CCCCC2)c(OC)c1,-6.7,-0.4,.,0.8,1.6,-11.8,0.1,-0.2,12.2
Cc1cc(=O)oc2cc(OCC(=O)OCC(=O)N(C)C3CCS(=O)(=O)C3)ccc12 (stereo not given),4.7,-0.2,0.2,6.0,-1.6,4.7,-0.2,-5.6,2.1
COc1ccc(NC(C)=O)c(C)c1,0.2,-0.2,0.5,-0.1,-0.5,-6.1,-0.2,-1.4,-4.0
Cc1onc(-c2c(F)cccc2Cl)c1C(=O)N1CCOC12CCCCC2,5.5,-0.6,1.4,-2.4,-1.6,2.2,-0.4,0.9,3.6
CS(=O)(=O)N1CCCC(C(=O)NCCCN2CCc3ccccc3C2)C1 (stereo not given),7.7,-0.2,.,0.4,-0.5,4.2,i,1.8,-1.2
CCOC(=O)Cc1csc(SCC(=O)NC2CCC(C)CC2)n1 (stereo not given),4.0,4.1,0.7,.,0.0,-8.2,-1.4,-0.2,-4.7
O=C(C[n+]1ccccc1)NNc1ccccc1,-5.9,0.3,0.1,.,-0.3,10.5,-0.4,-5.1,-10.9
O=C(Nc1cccc(Cl)c1)Nc1nccs1,-6.0&-1.7,?,.,6.6&-1.4,-0.6,-0.6,-2.8,-24.4,-3.4
COc1ccc(OC)c(N2C(=O)CC(Cc3ccc(Cl)cc3)C2=O)c1 (stereo not given),-23.3,0.3,.,-3.5,?,-7.8,i,-2.4,-12.2
COc1ccc(/C=N/NC(=O)CCCOc2ccc(Cl)cc2Cl)cc1[N+](=O)[O-],.,-0.3,.,-0.6,0.7,1.3,-0.5,-6.8,-1.4
COc1ccc(C)cc1NS(=O)(=O)c1ccc(NS(=O)(=O)c2ccc(NC(C)=O)cc2)cc1,-6.5,1.2,0.6,1.7,1.0,-5.0,-1.7,1.2,-10.4
Cc1noc(C)c1S(=O)(=O)N1CCCC(C(=O)Nc2nccs2)C1 (stereo not given),-9.3,-0.3,0.5,-3.0,-0.8,-2.0,.,-1.1,1.0
N#Cc1c(-c2ccccc2)nc2n1CCS2,7.8,-0.3,-0.6,10.9,-0.8,-6.4,-0.6,-5.5,-3.9
COc1ccc(C(=O)CSC2=NS(=O)(=O)c3cc(Cl)ccc3N2)cc1,-10.1&-4.0,.,-0.9,.,2.2,-0.6,-0.3,.,3.0
CCCCCCCC(=O)N/N=C/c1ccc(Br)cc1,.,1.0,.,4.2,3.8,-7.0,i,-0.9,-9.5
Cc1nc(-c2nnc(SCC(=O)Nc3ccc(Cl)cc3)n2C)cs1,-4.6,?,1.6,-2.3,-2.4,2.8,0.7,1.8,3.1
COc1ccc(S(=O)(=O)N2CCCCCC2)cc1Br,-35.1,-1.3,-0.3,-8.7,-0.8,-7.3,-0.5,-9.1,4.8
CCOC(=O)c1ccc(N2CN(C3CCCCC3)CNC2=S)cc1,-0.2,0.0,.,4.3,0.1,5.6,-1.4,1.2,1.1
Cc1ccc(S(=O)(=O)N(C)C)cc1NC(=O)CSc1nc2ncc(Cl)cc2[nH]1,-5.8,-3.7,0.3,.,0.8,6.1,0.7,-5.2,6.0
O=C(NC1CCCCC1)C1CC(=O)N(c2cccc([N+](=O)[O-])c2)C1 (stereo not given),-13.9,-1.6,-0.2,-1.7,-0.6,-7.1,-0.2,2.1,1.4
CC1CCN(C(=O)Cc2nn(C)c(=O)c3ccccc23)CC1,-3.0,0.2,.,1.3,0.4,4.2,3.4,0.8,4.3
FC(F)(F)C(F)(F)C(F)(F)c1nnc2ccc(N3CCOCC3)nn12,11.4,-0.2,.,-2.6,0.2,-0.3,-0.7,-8.3,-11.6

# Reprinted at random: two compounds from above, in no set order.
SMILES,SSB-PriA inh,BoNT-A LC inh2,TcdB GH inh,SARS 3CLpro inh,PfHsp40 yeast,PrPC surface inh,Vc quorum ag,Anthrax LF prot,Yp Topo-I inh
COc1ccc(C(=O)CSC2=NS(=O)(=O)c3cc(Cl)ccc3N2)cc1,-10.1&-4.0,.,-0.9,.,2.2,-0.6,-0.3,.,3.0
Cc1noc(C)c1S(=O)(=O)N1CCCC(C(=O)Nc2nccs2)C1 (stereo not given),-9.3,-0.3,0.5,-3.0,-0.8,-2.0,.,-1.1,1.0

# Further structures follow:
SMILES,SSB-PriA inh,BoNT-A LC inh2,TcdB GH inh,SARS 3CLpro inh,PfHsp40 yeast,PrPC surface inh,Vc quorum ag,Anthrax LF prot,Yp Topo-I inh
c1ccc2c(c1)OCC(C1=NCCN1)O2 (stereo not given),-12.8,-0.5,0.1,2.0,0.1,-0.4,4.3,-17.1,8.0
COc1cccc(OCC(=O)NNC(=S)Nc2ccc(Cl)cc2Cl)c1,1.6,-0.6,-0.5,4.9,0.3,2.6,-0.3,-3.4,-14.1
Cc1ccc2c(c1)N(Cc1ccccc1)C(=O)C(C)O2 (stereo not given),.,0.0,1.1,.,.,4.8,i,-6.1,10.4
Cc1nc2sc(C(c3ccccc3)N3CCN(C(=O)c4ccco4)CC3)c(O)n2n1 (stereo not given),-5.1,-0.8,1.9,0.9,-1.0,3.9,i,-0.1,5.2
COc1ccc(NS(=O)(=O)c2cc(NC(=O)CC(=O)c3ccc([N+](=O)[O-])cc3)ccc2C)cc1,7.7,0.2,0.2,-1.0,-0.1,-12.7,-0.2,1.7,-16.3
N#Cc1c(N)c(C(=O)c2ccccc2)n2ccccc12,-0.1,1.3,1.1,.,11.6,-6.7,-0.7,0.6,0.0
CCOc1ccc(/C=N\NC(=O)c2c(C)nc3cc(C)ccn23)cc1,.,-4.5,0.4,-6.1,0.5,0.2,i,0.9,6.5
COc1ccccc1N1CCN(C(=O)C(CC(C)C)NC(=O)C2CCCCC2)CC1 (stereo not given),-5.5,1.9,0.7,1.7,-0.7,0.7,-0.3,2.2,-3.0
CC(=O)Nc1nnc(CSCc2ccc(F)cc2)s1,-17.4,-3.9,-0.3,-1.0,-0.7,-0.8,-0.4,-7.0,-0.3
C=CCN(CC=C)C(=O)c1ccncc1,14.8,-0.6,.,-11.1,0.2,0.6,i,0.7,-12.4
COc1ccc(NC(=O)c2cc(C3CCCCN3S(C)(=O)=O)on2)c(C)c1 (stereo not given),.,-0.2,-0.6,.,.,4.0,-0.1,1.1,-5.3
COc1ccc(NC(=O)CSc2nnc(C)n2C2CCCCC2)cc1,7.6,-0.6,0.6,-6.7,1.1,-5.8,-0.2,3.6,8.1
O=C(OCC(O)COC(=O)c1cccnc1)c1cccnc1,-6.7,-1.9,1.0,2.7,-1.3,-0.3,i,-5.0,-2.9
O=C(Nc1nc(-c2ccco2)c(-c2ccco2)s1)C1CCC1,12.4,2.4,-0.4,-2.3,3.7,-10.0,-0.2,1.4,-6.1
Cc1ccccc1S(=O)(=O)Cc1ccc(C(=O)NCc2ccco2)o1,-7.8,-0.2,0.3,-4.8,-1.9,6.7,i,0.6,2.0
Cc1csc(NC(=O)c2cncc(Br)c2)n1,-5.6,-0.1,1.6,1.6,-0.8,-2.1,-0.4,-3.5,1.9
CN(C)CCN1CCN(C2CN(Cc3ccc([N+](=O)[O-])cc3)S(=O)(=O)C2)CC1 (stereo not given),.,0.4,-0.1,.,.,-18.8,.,-1.9,.
CC(/C=C/c1ccc2c(c1)OCO2)=N/NC(=O)c1cccnc1,.,-0.3,-6.1,-3.6,-0.2,5.9,i,-1.8,0.2
COc1ccc([C@@H]2C[C@H](c3ccccc3)Oc3cc(OC)c(OC)c(OC)c32)cc1,-1.4,-0.2,0.3,.,-0.1,4.3,-0.8,1.6,32.6
CCC(=O)Nc1ccc2c(c1)nc(CCN1CCN(c3ccccn3)CC1)n2C,0.8,-1.8,-0.1,-3.4,0.7,3.3,i,-20.5,0.7
CCC(C)[C@H](NC(=O)Nc1ccc2c(c1)OCCO2)C(=O)OC (stereo not given in full),6.5,-0.1,1.3,4.6,0.9,1.0,-0.2,-7.6,-5.4
O=C(COC(=O)COc1cccc(Br)c1)NCc1ccc2c(c1)OCO2,-7.0,0.1,0.9,.,1.0,-1.3,i,1.5,16.4
Cc1ccc(N2CCCC2=O)cc1S(=O)(=O)N1CCOCC1,-6.4,0.8,0.7,5.9,-1.1,-0.2,0.0,4.0,-4.6
CCCCN=c1sc(C(=O)OC)cc(=O)n1CCCC,-8.3,0.7,.,1.9,-1.1,-3.5,-0.6,-0.7,3.7
COc1ccc(NC(=O)C2=NNC(=O)CC2)cc1S(=O)(=O)N1CCCCC1,-5.7,1.0,1.0,-3.2,-1.0,-0.7,-0.3,3.9,2.9

# No new results follow: four of the compounds above.
SMILES,SSB-PriA inh,BoNT-A LC inh2,TcdB GH inh,SARS 3CLpro inh,PfHsp40 yeast,PrPC surface inh,Vc quorum ag,Anthrax LF prot,Yp Topo-I inh
O=C(COC(=O)COc1cccc(Br)c1)NCc1ccc2c(c1)OCO2,-7.0,0.1,0.9,.,1.0,-1.3,i,1.5,16.4
Cc1ccc(N2CCCC2=O)cc1S(=O)(=O)N1CCOCC1,-6.4,0.8,0.7,5.9,-1.1,-0.2,0.0,4.0,-4.6
CCCCN=c1sc(C(=O)OC)cc(=O)n1CCCC,-8.3,0.7,.,1.9,-1.1,-3.5,-0.6,-0.7,3.7
COc1ccc(NC(=O)C2=NNC(=O)CC2)cc1S(=O)(=O)N1CCCCC1,-5.7,1.0,1.0,-3.2,-1.0,-0.7,-0.3,3.9,2.9

# Further entries
SMILES,SSB-PriA inh,BoNT-A LC inh2,TcdB GH inh,SARS 3CLpro inh,PfHsp40 yeast,PrPC surface inh,Vc quorum ag,Anthrax LF prot,Yp Topo-I inh
CCOc1ccc(OCCCC(=O)O)cc1,-6.8,0.4,.,-0.5,0.2,-3.3,i,-2.2,4.1
COCCn1c(SCC(=O)Nc2sccc2C(N)=O)nnc1-c1ccncc1,-15.9,-0.7,0.9,5.2,2.1,0.1,2.0,-8.6,6.3
COc1ccc(C(=O)Nc2ccc(O)c3ccccc23)cc1,2.1,0.1,-7.5,.,-1.4,-7.5,0.9,-5.0,-9.8
O=C(COc1ccc(S(=O)(=O)N2CCCC2)cc1Cl)Nc1ccc2c(c1)OCO2,-3.7,1.6,.,1.3,-0.7,8.8,i,2.2,6.7
O=C(CSc1ccc(-c2ccccn2)nn1)NCc1ccccc1,50.0*!,-0.4,2.1,4.3,270.2*,1.3,i,1.6,-8.9
Cc1cccc(C)c1NC(=O)c1ccc2sc([C@H]3C[C@H](O)[C@@H](CO)O3)nc2c1,.,0.0,0.5,.,.,1.6,-0.3,-0.9,5.7
C[C@H]1CN([C@@H](C)CO)S(=O)(=O)c2ccc(C3=CCCC3)cc2O[C@@H]1CN(C)C(=O)C1CCCCC1,.,-0.1,1.6&0.1&0.8,.,.,-10.3,i,-2.6,43.1
